# Assay outcomes deposited in PubChem by National Center for Advancing Translational Sciences (NCATS).
# Shiga toxin inh: A qHTS for Small Molecule Inhibitors of Shiga Toxin; hit rate 9.2% among 290,000; inhibition, % at 38.7 µM; Vero cells, Shiga toxin protein synthesis inhibition reporter; in the data active = inhibition mostly above about 28%, no sharp cut-off; inactive = mostly below about 43%; also: 0% is about no effect
# FBPA Giardia inh: qHTS Assay for Inhibitors of Fructose-1,6-bisphosphate Aldolase from Giardia Lamblia. purified Giardia FBPA. Potency, µM (doses to about 59.6 µM), inactives show at the highest dose activity, negative = inhibition, hits mostly inhibitors. hit rate 0.71% among 290,000. A8B2U2. AID 2451, 2010; also: potency is read from the fitted curve at half-maximal effect; % is scaled to controls: 0 for no effect and ±100 for the full control effect; nearly all actives have a fitted effect of over 55% in size
# Target sequence (A8B2U2 whole entry, looked up): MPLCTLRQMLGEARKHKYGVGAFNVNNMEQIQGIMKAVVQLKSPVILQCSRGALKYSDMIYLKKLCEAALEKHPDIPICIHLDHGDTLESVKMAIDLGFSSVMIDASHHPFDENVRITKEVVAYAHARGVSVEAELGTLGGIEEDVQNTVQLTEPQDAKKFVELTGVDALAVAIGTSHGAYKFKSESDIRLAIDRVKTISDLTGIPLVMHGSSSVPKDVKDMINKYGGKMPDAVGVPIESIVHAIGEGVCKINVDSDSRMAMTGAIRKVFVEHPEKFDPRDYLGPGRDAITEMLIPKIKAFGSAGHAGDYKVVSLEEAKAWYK
#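 Giardia FBPA (40 nM reagent) was preincubated 10 min at RT with compound (up to 57.5 uM final), then substrate plus GAPDH/TPI/NAD/arsenate coupling system with diaphorase/resazurin was added; resorufin fluorescence (525/598 nm) was read after 20 min.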
# HCV inh: qHTS Assay for Inhibitors of Hepatitis C Virus (HCV); Huh7.5.1 HCVcc-Cre infection, luciferase reporter, 44 h; Potency, µM (highest dose often 41.8 µM), without a hit: at the top dose activity change, negative = inhibition, actives largely listed as inhibitors; hit rate 3.4% among 340,000; AID 651820, 2012; also: potency is read from the fitted curve at half-maximal effect; % is scaled to controls: 0 for no effect and ±100 for the full control effect
#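 1,000 cells/well; 4 h culture; + compound; + HCVcc-Cre (~0.5 moi); 44 h; luciferase substrate, RT 15 min; read 15 sec.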
# Pf growth 96h: Primary qHTS for delayed death inhibitors of the malarial parasite plastid, 96 hour incubation. P. falciparum luciferase reporter growth, 96 h. hit rate 6.9% among 320,000. Potency, µM (highest dose often 28.7 µM), for the others: top-dose activity change, negative = inhibition, hits mostly inhibitors; also: potency is read from the fitted curve at half-maximal effect; % is scaled to controls: 0 for no effect and ±100 for the full control effect
#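 Two parasite generations (96 h, 37 C, 5% CO2) of compound exposure in infected erythrocytes (0.05% parasitemia, 2% hematocrit). Luciferase-reporter P. falciparum; decreased luminescence indicates inhibited growth, aimed at apicoplast-acting delayed death.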
# CHX counter: Cycloheximide Counterscreen for Small Molecule Inhibitors of Shiga Toxin; cell reporter, cycloheximide protein synthesis inhibition counterscreen; max response, %; hit rate 12% among 300,000; in the data active = max response mostly above about 13%, no sharp cut-off; inactive = mostly below about 14%; also: read at 38.3 µM for the half of the compounds with a filed dose; 0% is about no effect
# Pf growth 48h: Primary qHTS for delayed death inhibitors of the malarial parasite plastid, 48 hour incubation. AID 504832, 2011. hit rate 5.9% among 310,000. Potency, µM (titrated, usually from 28.7 µM), inactives show at the top dose activity change, negative = inhibition, most hits filed as inhibitors. P. falciparum luciferase growth in erythrocytes, 48 h; also: potency is read from the fitted curve at half-maximal effect; % is scaled to controls: 0 for no effect and ±100 for the full control effect
#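 Erythrocytes infected with P. falciparum carrying an integrated firefly luciferase reporter (2% hematocrit, 0.1% parasitemia final) were exposed to compounds in RPMI 1640 with 0.5% Albumax at 37 C, 5% CO2. Growth inhibition was scored as reduced luminescence.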
# Numbers without * were called inactive; ? = inconclusive; / = no result given; [ ] = remark or other dose. Unless noted, calls follow the shape of the dose curve; as a rule, active = well fitted curve in the direction sought with a large enough effect; inconclusive = small, poorly fitted or top-dose-only effect, or another doubt; inactive = no such curve, though single readings can be large; an effect the other way counts as inactive or inconclusive.
# Results follow in this order: Shiga toxin inh | FBPA Giardia inh | HCV inh | Pf growth 96h | CHX counter | Pf growth 48h
Cc1ccc(Cc2cnc(NC(=O)C3=NCCN3)s2)cc1
  40.1 | ? | / | 59.4%[activator] | 4.3 | 21.0%
CNC(=S)NNC(=O)c1ccc2c(c1)OCO2
  52.4* | -20.6% | 3.9% | 0.5% | 9.1 | 6.8%
Cc1ccc(NC(=O)CSCC(=O)OCc2cc(=O)oc3cc(O)ccc23)c(C)c1
  / | / | -17.8% | 15.1% | / | 22.4%
Cc1cc(S(=O)(=O)n2cnc3cc([N+](=O)[O-])ccc32)ccc1Cl
  13.2 | 7.2% | 14.7% | 45.9%[activator] | 5.6 | 18.6%
Cc1ccc(N(CCC#N)C(=O)COC(=O)c2cc(C)no2)cc1
  / | / | 16.9% | -8.1% | / | 2.7%
Cc1cccc(N2CCN(C(=O)CCC(=O)N3CC(C)Oc4ccc(C)cc43)CC2C)c1 (stereo unspecified)
  4.4 | -2.9% | ? | -0.5% | -2.1 | 13.1µM*
COc1ccc(S(=O)(=O)N2CCN(C(=O)c3sccc3-c3ccccc3)CC2)cc1
  / | / | -12.7% | ? | / | ?
CCC(=O)N(Cc1c(C)nn(-c2ccccc2)c1Cl)c1ccc(Cl)cc1
  3.8 | -1.2% | ? | 3.2% | -0.3 | 10.4µM*
COc1ccc(C(=O)CC(c2ccccc2)C2CCCCC2=O)cc1 (stereo unspecified)
  -9.1 | 2.2% | -13.2% | / | -2.5 | -23.5%
CCN(CC)CCNC(=O)c1ccc(NC(=O)c2cccc(S(=O)(=O)Nc3ccc(C)cc3)c2)cc1
  -5.6 | 7.9% | -4.9% | 1.17µM* | 2.9 | 0.37µM*

# Rewritten with each value named: entries from further up
Cc1ccc(Cc2cnc(NC(=O)C3=NCCN3)s2)cc1
- Shiga toxin inh: 40.1
- FBPA Giardia inh: ?
- HCV inh: /
- Pf growth 96h: 59.4%[activator]
- CHX counter: 4.3
- Pf growth 48h: 21.0%
Cc1cccc(N2CCN(C(=O)CCC(=O)N3CC(C)Oc4ccc(C)cc43)CC2C)c1 (stereo unspecified)
- Shiga toxin inh: 4.4
- FBPA Giardia inh: -2.9%
- HCV inh: ?
- Pf growth 96h: -0.5%
- CHX counter: -2.1
- Pf growth 48h: 13.1µM*
COc1ccc(S(=O)(=O)N2CCN(C(=O)c3sccc3-c3ccccc3)CC2)cc1
- Shiga toxin inh: /
- FBPA Giardia inh: /
- HCV inh: -12.7%
- Pf growth 96h: ?
- CHX counter: /
- Pf growth 48h: ?
COc1ccc(C(=O)CC(c2ccccc2)C2CCCCC2=O)cc1 (stereo unspecified)
- Shiga toxin inh: -9.1
- FBPA Giardia inh: 2.2%
- HCV inh: -13.2%
- Pf growth 96h: /
- CHX counter: -2.5
- Pf growth 48h: -23.5%

# (list continues)
# Results follow in this order: Shiga toxin inh | FBPA Giardia inh | HCV inh | Pf growth 96h | CHX counter | Pf growth 48h
COc1cccc(N(C(=O)c2snc(C(N)=O)c2N)C(C(=O)NCC2CCCO2)c2ccc(C)o2)c1 (stereo unspecified)
  -7.7 | 1.4% | -23.3% | 2.4% | -3.4 | ?
O=C(c1ccc(Cl)cc1)[C@@H]1[C@@H]2C(=O)N(c3ccccc3)C(=O)[C@@H]2C2c3ccccc3C=NN21 (stereo partly specified)
  12.2 | -12.1% | 9.7% | -3.3% | -0.6 | 18.8%
C/C(=C\c1ccc(N(C)C)cc1)[N+](=O)[O-]
  -11.7 | -2.5% | ? | ? | 2.7 | ?
O=C(CNC1CCCC1)Nc1ccc(N2CCCCCC2)cc1
  82.8* | ? | -27.8% | 21.6% | 56.4* | -24.5%
Cn1c(SCc2cc([N+](=O)[O-])cc3c2OCOC3)nnc1-c1ccccn1
  20.3 | 1.6% | -11.1% | ? | -3.2 | 0.0%
COc1ccc(-n2ccsc2=S)cc1
  -3.7 | 0.7% | 7.6% | ? | -1.0 | 52.9%[activator]
COc1cc([N+](=O)[O-])ccc1NC(=O)CN1CCN(C(=O)c2ccco2)CC1
  -23.4 | -4.1% | 5.9% | ? | -2.0 | ?
CCN(CC)c1ccc(NC(=O)c2cccnc2)cc1
  60.8* | -8.0% | ? | 39.9%[activator] | 38.5* | 34.7%[activator]
COc1ccc(N/C(=N/c2nc(C)cc(C)n2)NC(=O)Nc2ccc(Cl)c(Cl)c2)c(OC)c1
  -7.6 | 3.0% | 3.5% | 10.4µM* | -1.1 | 11.7µM*
c1ccc(C(c2ccccc2)c2noc(CN3CCC(c4ccncc4)CC3)n2)cc1
  -17.6 | -2.6% | -0.1% | ? | 0.4 | 10.4µM*

# Carrying on:
# Results follow in this order: Shiga toxin inh | FBPA Giardia inh | HCV inh | Pf growth 96h | CHX counter | Pf growth 48h
CN(C(=O)COc1ccc([N+](=O)[O-])cc1)C1CCS(=O)(=O)C1 (stereo unspecified)
  10.1 | 2.8% | 7.5% | 47.8%[activator] | -3.6 | -12.8%
CCN1CCN(CC(=O)Nc2sc3c(c2C#N)CCC3)CC1
  20.4 | -10.5% | ? | 8.1% | 1.3 | 25.1%
CCn1cc(C(=O)NCc2cccs2)c(=O)c2ccc(C)nc21
  -11.6 | -2.7% | 7.6% | 9.0%[5.75 µM] | 2.1 | /
Cc1ccc(S(=O)(=O)N(Cc2ccccc2)c2ccccc2C(=O)N2CCCCC2)cc1
  -8.5 | -7.0% | ? | -15.9% | -4.1 | ?
O=C(c1ccsc1)N1CCN(C(=O)c2cccs2)CC1
  -1.4 | 3.1% | 0.2% | 30.1%[activator] | -3.8 | 6.4%
CCc1ccccc1NC(=O)NC1CC2CCC(C1)N2Cc1cccs1 (stereo unspecified)
  -15.8 | 3.2% | -19.3% | ? | -1.7 | -12.5%
O=C(NCc1ccc(Cl)cc1)C(=O)NCC1CCCN1S(=O)(=O)c1cccs1 (stereo unspecified)
  / | / | -4.4% | ? | / | ?
CCOC(=O)/C(=N/Nc1ccc(Cl)cc1)S(=O)(=O)c1ccc(Cl)cc1
  -21.8 | 2.9% | 10.4% | / | 3.4 | 27.2%
C[C@@H]1CC=C[C@H]2[C@H]1C(=O)N(Cc1ccccc1)[C@H]2c1ccc(F)c(-c2ccc(N(C)C)cc2)c1
  35.2 | 4.4% | 4.6% | 11.7µM* | -2.1 | ?
Cc1ccc(NC(=O)N/C=C/c2ccco2)cc1C
  8.5 | -5.7% | 0.3% | 36.0%[activator] | 12.0 | 6.9%

# Carrying on.
# Results follow in this order: Shiga toxin inh | FBPA Giardia inh | HCV inh | Pf growth 96h | CHX counter | Pf growth 48h
CCN=c1sc(C(=O)Nc2ccccc2)c(C)n1CC
  -5.7 | -3.6% | -9.8% | ? | -5.9 | -11.1%
CC1(c2ccccc2)CC(C)(C)N2C(=O)C3(C(C#N)=C(N)Oc4cc(O)ccc43)c3cccc1c32 (stereo unspecified)
  -19.8 | -0.3% | / | ? | 0.4 | /
CCN(CC)S(=O)(=O)c1cc(NC(=O)COC(=O)CCC(=O)c2cccs2)ccc1C
  9.9 | 0.5% | 1.9% | -11.9% | -3.2 | -4.3%
O=C(COC(=O)c1cccs1)Nc1ccccc1
  108.8* | -2.1% | -3.0% | -13.8% | 50.8* | -7.8%
Cc1[nH]c2c([N+](=O)[O-])cccc2c1C
  -6.8 | -4.3% | ? | -0.1% | -1.2 | 1.1%
CCCn1nnc(NC(=O)c2cc(Br)ccc2OC)n1
  -11.5 | 4.8% | ? | / | 10.3 | -2.6%
Cc1ccc(F)cc1NC(=O)N1CCCN(C(=O)OC(C)(C)C)CC1
  17.3 | 0.1% | 22.1% | -10.0% | -1.5 | 6.0%
CC1CCN(C(=O)c2ccc3c(Cl)c4c(nc3c2)CCCC4)CC1
  29.6 | 8.9% | 17.6% | 8.5% | 16.5 | -1.5%
COc1ccc(CNc2oc(-c3cccc4ccccc34)nc2C#N)cc1
  10.5 | 2.6% | -7.3% | -2.5% | 5.7 | 14.0%
COc1ccc(-c2cc(C(=O)OCC(=O)N(C)C)c3ccccc3n2)cc1
  30.4 | 7.0% | ? | 0.2% | 26.5* | 16.5%

# Continued:
# Results follow in this order: Shiga toxin inh | FBPA Giardia inh | HCV inh | Pf growth 96h | CHX counter | Pf growth 48h
N#Cc1ccc(OCC(=O)Nc2nc(-c3cccnc3)cs2)cc1
  / | / | ? | ? | / | 11.7µM*
COc1cc(NC(=O)COC(=O)CO/N=C(\C)c2ccc3c(c2)OCO3)cc(OC)c1
  / | / | 12.7% | 6.2% | / | 12.1%
CCOC(=O)C1=C(COC(=O)CCOc2ccc(C)cc2)NC(=O)NC1C (stereo unspecified)
  / | / | ? | 10.2% | / | -16.7%
O=C(CSc1nnc(CNc2ccc(F)cc2)o1)N1CCCc2ccccc21
  -8.3 | 3.9% | ? | / | -3.4 | 4.0%
CC(=O)Nc1ccc(NC(=O)CSc2nccn2Cc2ccccc2)cc1
  5.4 | 7.7% | ? | -10.3% | 8.8 | -0.3%
CCOc1ccc(NC(=S)N(CCN2CCOCC2)Cc2cc3cc4c(cc3[nH]c2=O)OCCO4)cc1
  8.3 | -4.8% | -17.7% | ? | -1.4 | ?
Cc1cc(C)c(S(=O)(=O)NCC(c2cccnc2)N2CCN(Cc3ccccc3)CC2)c(C)c1 (stereo unspecified)
  -12.1 | 2.3% | -24.8% | 47.4% | -5.3 | ?
O=C(Nc1ccc(Cc2ccncc2)cc1)c1ccc([N+](=O)[O-])o1
  12.8 | 0.2% | ? | -23.2% | -1.4 | ?
COc1ccc(N(CC(=O)NC(C)C)C(=O)CCC(=O)Nc2ccccn2)cc1
  / | 3.8% | 9.5% | 6.2% | -2.4 | 33.9%[activator]
CCCCN(CC)C(=O)c1ccc(Cl)c(Cl)c1
  29.2 | 5.2% | 4.0% | / | 14.4* | -5.2%

# Remaining list, next part:
# Results follow in this order: Shiga toxin inh | FBPA Giardia inh | HCV inh | Pf growth 96h | CHX counter | Pf growth 48h
CCOC(=O)CNc1nnc(SCC(=O)OCC)[nH]c1=O
  8.1 | 6.5% | 15.3% | 60.8%[activator] | -4.4 | 11.7%
Cc1ccc(C(=O)NC(=S)Nc2cccc(-c3nc4ccccc4s3)c2)cc1
  60.1* | -1.2% | ? | -10.0% | 26.5* | 101.9%[activator]
O=S(=O)(c1cccc(S(=O)(=O)N2CCOCC2)c1)N1CCCCC1
  -16.1 | 6.9% | 0.0% | 37.9%[activator] | -1.8 | /
CCOc1ccccc1N(CC(=O)NCc1ccccc1)C(=O)CCC(=O)Nc1cc(C)ccn1
  -14.3 | -3.8% | 18.4% | 24.0% | 9.0 | ?
CC(=O)N1CCN(c2ccc(NC(=O)c3ccc(C)c([N+](=O)[O-])c3)cc2)CC1
  -7.4 | 9.0% | -13.2% | ? | 0.8 | 7.5%
COc1ccc(-c2ccc(SCC(=O)NC3CCCCC3)nn2)cc1OC
  64.7* | 9.7% | -24.5% | 27.8% | 36.6* | 46.1%[activator]
Cc1ccc2cc(CCNS(=O)(=O)c3ccc(F)cc3)c(=O)[nH]c2c1C
  -14.5 | 1.7% | 5.2% | 19.2% | -0.2 | ?
COc1cccc(Cn2cnc3c(NS(=O)(=O)c4cccc(Cl)c4Cl)c(C)c(C)cc32)c1
  11.7 | -3.5% | 12.6µM* | ? | -0.7 | ?
C/C(=N\NS(=O)(=O)c1ccc(Cl)cc1)c1ccc(O)cc1
  -38.3 | -0.1% | ? | 25.4% | -2.7 | -0.2%
O=C(NCc1ccc2c(c1)OCO2)c1cc2ncc(Br)cn2n1
  0.1 | ? | 4.7% | ? | -2.0 | -5.5%
CC(C)(C)c1n[nH]c(=S)n(N)c1=O
  -22.0 | -24.7% | -3.7% | ? | -2.0 | 0.0%
